# Integrin act MD – qHTS for Activators of Integrin-Mediated Alleviation for Muscular Dystrophy; alpha7betagal myoblasts, beta-gal FDG fluorescence, 48 h; Potency, µM (titrated, usually from 38.3 µM), without a hit: at the highest dose activation, hits mostly activators; 0.064% of 350,000 active; AID 624291, 2012;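 further: potency means the concentration at half of the fitted maximal effect; 100% = response of the positive control SU9516; nearly all actives have a fitted effect of over 60% in size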
#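 alpha7betagal+/- myoblasts (passage 13, 250/well) treated 48 h at 37C with compounds at 1:260 dilution of DMSO stock. Lysed, then beta-galactosidase activity read as FDG fluorescence (ex 480/em 540) after 30 min, with pre-read for autofluorescence.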
# TRPV1 agonist – HTS Assay for Compounds that Act as Agonists of the Vanilloid Receptor 1 | Transient receptor potential cation channel subfamily V member 1 (Homo sapiens), Q8NER1 | TRPV1-expressing cells, Fluo-8 calcium influx, agonist mode | activation, % at 8.33 µM | 0.19% of 320,000 active | AID 540275, 2011; in the data active means activation above about 80%; inconclusive means between about 30% and that limit; further: 0% is about no effect
#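 TRPV1-expressing cells were cultured overnight at 35.5C and loaded with Fluo-8 calcium dye for 40 to 90 min at room temperature. After a 10 s baseline, compound was added and calcium influx was read kinetically for 3 min (ex 480/em 520 nm).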
# B2AR arrestin – qHTS assay of beta-arrestin-biased ligands of beta2-adrenergic receptor. beta-arrestin recruitment to beta2AR, cell-based reporter. 0.02% of 330,000 active. Potency, µM (top dose mostly 46.1 µM), for inactives: at the top dose activation, most hits filed as activators. AID 492947, 2010. Beta-2 adrenergic receptor (Homo sapiens), P07550;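 further: potency means the concentration at half of the fitted maximal effect; 0% = DMSO controls and full agonism = EC100 isoproterenol or metaproterenol; nearly all actives have a fitted effect of over 65% in size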
# ELG1 DNA repair – qHTS screen for small molecules that inhibit ELG1-dependent DNA repair in human embryonic kidney (HEK293T) cells expressing luciferase-tagged ELG1; 2.3% of 330,000 active; HEK293T ELG1-luciferase reporter, luminescence, 16 h; DNA damage induced by 5-fluorouridine; Potency, µM (series often up to 46.1 µM), inactives show top-dose activity change, negative = inhibition, usual class: inhibitors; further: potency means the concentration at half of the fitted maximal effect; on the % scale 0 is the no-effect control and ±100 the full control effect; nearly all actives have a fitted effect of over 55% in size
#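 In this reporter screen, reduction of luminescence relative to DMSO vehicle indicated activity. Compounds and 5-fluorouridine were added together to 2,000 cells per well, incubated for 16 hr at 37 °C, then developed with ONE-Glo.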
# MLL CXXC-DNA inh – qHTS Fluorescence Polarization Assay for Inhibitors of MLL CXXC domain - DNA interaction; MLL-CXXC / FITC-HOXA9 DNA fluorescence polarization; Potency, µM (highest dose often 115 µM), without a hit: at the top dose activity change, negative = inhibition, usual class: inhibitors; 0.037% of 290,000 active; AID 2662, 2010; active means well fitted inhibition curve with a large enough effect in the polarisation, with a control signal flat, not every such curve was filed as active; inconclusive means small, poorly fitted or top-dose-only effect, or effect the other way, or a change in a side signal; inactive means no such curve, though single readings can be large or run the other way; the % refers to the polarisation; further: potency means the concentration at half of the fitted maximal effect
#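 Fluorescence polarization: 7 uM MLL-CXXC (stock) preincubated 5 min with compounds, then 50 nM fluorescein-HOX-A9 DNA (stock) added; 30 min ambient. Buffer 50 mM Tris-HCl pH 7.5, 50 mM NaCl, 1 mM DTT, 0.05% BSA.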
# AT treatment – qHTS Assay for Identifying a Potential Treatment of Ataxia-Telangiectasia; […] A-T fibroblasts, KAP-1 phosphorylation AlphaLISA; neocarzinostatin DNA damage 30 min before lysis; Potency, µM (series often up to 57.5 µM), inactives show top-dose activation, hits mostly activators; 0.19% of 320,000 active; further: potency means the concentration at half of the fitted maximal effect; % of control where 0% means no effect; nearly all actives have a fitted effect of over 45% in size
#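 ATM-like activity read as KAP-1 phosphorylation via AlphaLISA donor/acceptor antibody pairs after lysis and 6 hr at 25C. Cells were ATM-null patient fibroblasts ([…], hTERT), dosed 60 min, then exposed to the DSB inducer NCS for 30 min.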
# TCR activator – Activators of T cell receptors: qHTS campaign; primary human leukocytes, anti-CD3, IL-2 HTRF, 48 h; 330,000 tested, under 10 active; Potency, µM (series often up to 9.22 µM), for inactives: at the top dose activation of IL-2 secretion, actives largely listed as activators; AID 504894, 2011; further: % of control where 0% means no effect
#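 IL-2 produced over 48 hr by a-CD3 bead-stimulated primary human leukocytes exposed to compounds was detected with a homogeneous time-resolved FRET immunoassay, 665nm acceptor signal after 320nm excitation.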
# TSG101-PTAP inh – qHTS Assay for Iinhibitors of HIV-1 Budding by Blocking the Interaction of PTAP/TSG101. Tumor susceptibility gene 101 protein (Homo sapiens), Q99816. Fluorescence polarization, FITC-PTAP peptide / Tsg101 binding. Potency, µM (series often up to 115 µM), inactives show at the top dose activity change, negative = inhibition, most hits filed as inhibitors. 340,000 tested, under 10 active; active means well fitted inhibition curve with a large enough effect in the main read-out, with a control signal flat, not every such curve was filed as active; inconclusive means small, poorly fitted or top-dose-only effect, or effect the other way, or a change in a side signal; inactive means no such curve, though single readings can be large or run the other way; further: potency means the concentration at half of the fitted maximal effect; % of control where 0% means no effect
#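 Fluorescence anisotropy tracks displacement of a FITC-tagged PTAP peptide (50 nM) from the Tsg101 binding domain (10 uM), following a 20 min room-temperature incubation at pH 7.5.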
# BRCA1 expr up – qHTS Assay to Identify Small Molecule Activators of BRCA1 Expression | 1.1% of 380,000 active | MCF7-BRCA1-FFLuc reporter, luminescence, 48 h; response scale: scaled: vehicle 0%, 10 µM genistein 100% | AID 624202, 2012 | Potency, µM (top dose mostly 46.1 µM), for inactives: at the highest dose activation, hits mostly activators; further: potency means the concentration at half of the fitted maximal effect; nearly all actives have a fitted effect of over 80% in size; some results filed as inactive show a strong effect at the top dose
#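 Quantitative HTS in MCF7 cells stably reporting BRCA1 expression via firefly luciferase. Compound treatment lasts 48 h at 37 °C in phenol-red free MEM. Activation is expressed relative to genistein at 10 microM and DMSO.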
# p53 reactivator – qHTS assay for re-activators of p53 using a Luc reporter. 0.063% of 320,000 active. Potency, µM (top dose mostly 92.2 µM), for the others: at the top dose activity change, positive = activation, hits mostly activators. H1299 p53-A138V BP100-luciferase reporter, luminescence, 24 h; further: potency means the concentration at half of the fitted maximal effect; % of control where 0% means no effect; nearly all actives have a fitted effect of over 45% in size
#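 H1299 (p53-null), stable ts p53-A138V + BP100-Luc; 1000 cells/well, Opti-MEM/10% FBS; cpd 4 pt, 1:5; 24 h, 37 deg C, 5% CO2; detection reagent 10 min RT; luminescence.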
# Numbers without * were called inactive; i = inactive; ? = inconclusive; · = no result given; & = joins results of further samples; [ ] = remark or other dose. Unless noted, the call rests on the fitted dose curve; in most records, active means well fitted curve in the direction sought with a large enough effect; inconclusive means small, poorly fitted or top-dose-only effect, or another doubt; inactive means no such curve, though single readings can be large; an effect the other way counts as inactive or inconclusive.
SMILES,Integrin act MD,TRPV1 agonist,B2AR arrestin,ELG1 DNA repair,MLL CXXC-DNA inh,AT treatment,TCR activator,TSG101-PTAP inh,BRCA1 expr up,p53 reactivator
CC(O)[C@H]1CNCCN1CCc1cccc2ccccc12 (stereo partly specified),0%,1,-0.2%,?,·,2%,-1%,-8%,1%,0%
CC(c1ccccc1)n1c(-c2cccs2)nc2c(c(=O)c3ccccc3n2C)c1=O (stereo unspecified),-19%,3,-0.6%,4%,27%,4%,-4%,-4%,-1%,-2%
O=C(Nc1cccc(-c2ccc(N3CCCCC3)nn2)c1)c1ccc(Br)o1,-18%,20,0.1%,?,·,-9%,3%,2%,?,10%
Cc1ccc(CC(=O)N2CCN(S(=O)(=O)c3ccccc3)CC2)cc1C,5%,-4,-0.1%,-4%,·,-2%,-15%,1%,28%,-3%
N#CC1=C(N)Oc2n[nH]c(-c3ccccc3)c2C12C(=O)Nc1ccccc12 (stereo unspecified),-9%,-1,-0.4%,-1%,0%,-3%,·,-1%,-12%,-5%
C=CCO/N=C(/CCC)C1=C(N)CC(C)(C)CC1=O,-30%,-1,0.2%,-5%,-3%,5%,0%,-10%,-8%,10%
COc1ccc(NC(=O)CCNS(=O)(=O)c2ccc3c(c2)CCC(=O)N3)cc1,15%,-1,-0.5%,7%,0%,1%,-2%,3%,24%,-5%
Cc1ccc(/C=N/OC(=O)c2c(C)noc2-c2snnc2C)cc1,-12%,·,-0.8%,?,39%[activator],-1%,-3%,1%,-22%,-1%
O=C(CSc1nnc(CNc2ccccc2)o1)N1CCN(C(=O)c2ccco2)CC1,4%,-1,-0.3%,-8%,-6%,1%,-3%[46.1 µM],-4%,-5%,5%
O=C(Cn1nnc(-c2ccc3c(c2)OCO3)n1)NCc1ccco1,-17%,3,-0.7%,3%,12%,-1%,1%,-4%,30%,?

# The closing two compounds of the section above lead into the next:
SMILES,Integrin act MD,TRPV1 agonist,B2AR arrestin,ELG1 DNA repair,MLL CXXC-DNA inh,AT treatment,TCR activator,TSG101-PTAP inh,BRCA1 expr up,p53 reactivator
O=C(CSc1nnc(CNc2ccccc2)o1)N1CCN(C(=O)c2ccco2)CC1,4%,-1,-0.3%,-8%,-6%,1%,-3%[46.1 µM],-4%,-5%,5%
O=C(Cn1nnc(-c2ccc3c(c2)OCO3)n1)NCc1ccco1,-17%,3,-0.7%,3%,12%,-1%,1%,-4%,30%,?
CCN1CCN(S(=O)(=O)c2cc(OCC(=O)NC3CCCCC3)c(C)cc2Cl)CC1,-27%,9,0.4%,?,-2%,-4%,-4%,6%,-63%,-13%
CC1(C)CC(=O)C(C(=O)c2ccccc2)C(=O)C1,-15%,4,0.2%,2%,0%,0%,2%,-4%,-45%,0%
COc1cc(CNC2CCCC2)cc(Cl)c1OCc1ccc(F)cc1,-66%[inhibitor],7,-0.3%,7%,1%,-6%,1%,-3%,-46%,-16%
C=CCn1c(SCC(=O)/C(C#N)=C(\C)N)nc2sc(CC)cc2c1=O,-29%&-38%,?,-0.6%,?,5%,12%,0%&2%,-1%&-6%,-27%&-53%,-1%
O=C1OC2(CCCCC2)CC2=C1C1O[C@](c3ccsc3)(Cc3c1ccc1ccccc31)O2,·,i,0.2%[9.22 µM],·,-12%[23 µM],-11%[11.5 µM],·,·,·,·
NC(=O)c1cc(S(=O)(=O)Nc2ccccc2)cs1,16%,-1,0.2%,-1%,5%,16%,-5%,-1%,10%,17%
N#Cc1c(Nc2ccccc2Cl)s[nH]c1=O,-52%[inhibitor],-10,9.0%,?,2%,5%,3%,-2%,-19%,-15%
CC(Cc1cccnc1)NC(=O)c1cc(COc2ccc(F)cc2Cl)on1 (stereo unspecified),7%,4,0.2%,12%,65%[activator],5%,0%,0%,0%,-24%
CCOc1ccccc1C(=O)Nc1nnc(SCC(=O)N2CCOCC2)s1,-4%,17,-0.2%,0%,-9%,4%,2%,-3%,1%,-2%
COC(=O)C1=C2SC(C)C(=O)N2C(N)=C(C#N)C1c1ccc(OC)c(OC)c1 (stereo unspecified),-2%,-4,0.4%,0%,2%,30%,-6%,-3%,13%,-3%
COc1ccc(S(=O)(=O)NCCSCc2ccc(Cl)cc2)cc1NC(C)=O,-14%,0,0.2%,-22%,·,8%,5%,-2%,-33%,-6%
CC(NC(=O)COC(=O)[C@@H]1CCCN1S(=O)(=O)c1ccccc1F)C12CC3CC(CC(C3)C1)C2 (stereo partly specified),-27%,13,-0.3%,26%,0%,6%,3%[46.1 µM],-4%,-8%,13%
C/C(=N\NC(=S)NCCc1ccccc1)c1ccc(C)cc1,0%,24,12%,?,-7%,·,-6%[46.1 µM],-4%,-20%,?
CCC(CC)c1nnc(NC(=O)C2CCN(C(=O)c3ccco3)CC2)s1,0%,6,0.1%,-7%,1%,0%,-19%,-8%,-19%,2%
COc1ccc(/C=C/C(=O)c2nc3ccccc3n2CC(=O)c2ccc(OC)cc2)cc1,-30%,-11,0.0%,-9%,2%,0%,1%,0%,2%,-6%
Cc1ccc2oc(=O)c3cnn(CC(=O)N4CCN(c5ccccn5)CC4)c3c2c1,7%,-2,-1.6%,-5%,2%,6%,6%,-4%,-4%,-1%
COc1ccccc1N1CCN(CC(=O)N(CC(C)C)c2c(N)n(CC(C)C)c(=O)[nH]c2=O)CC1,2%,-1,-1.1%,8%,2%,-3%,-3%,-1%,-21%,-3%
O=S(=O)(Nc1ccc2c(c1)OCCO2)c1ccc(Br)s1,-2%,24,-0.8%,-23%,-3%,4%,10%,-7%,-42%,4%
COc1cccc(CNC(=O)CCN2C(=S)NC(C)(C)CC2C)c1 (stereo unspecified),0%,1,0.0%,-5%,1%,-2%,-7%,-6%,4%,11%
CCOc1ccc(NC(=O)c2cccc3c2C(=O)N(CCOC)C3)cc1,19%,2,-1.1%,?,-19%,1%,·,-4%,32%,4%
CCn1c(SCC(=O)c2ccccc2)nnc1-c1cnccn1,-27%[7.66 µM],-7,0.0%,?,0%,9%,0%,-1%,10µM*,7%
COC(=O)c1c(NC(=S)Nc2ccc(C(=O)N3CCOCC3)cc2)sc2c1CCC2,2%,8,-0.9%,13%,21%,1%,5%,0%,-14%,0%
CCC(=O)c1c(CC)c2n3c1CC[C@H]3CCC2,20%,-3,0.1%,-12%,·,14%,0%,-4%,0%,-2%
CC(=O)N1CC=C2C(C#N)=C(N)C(C#N)(C#N)C(C)C2C1 (stereo unspecified),-6%,-1,-0.3%,-2%,-3%,0%,1%,-4%,13%,7%
COc1cc(S(N)(=O)=O)c(OC)cc1N,17%,-1,-0.4%,7%,3%,0%,-7%,-6%,-10%,-3%
O=C(CCCN1C(=O)C2CC=CCC2C1=O)Nc1ccccc1F (stereo unspecified),-20%,4,-0.5%,17%,28%,22%,10%,-3%,2%,-1%
O=C1CSC(=S)N1c1ccc(Cl)c(Cl)c1,?,-1,-1.0%,2%,3%,0%,2%,-1%,-40%,6%
Cc1nnsc1NC(=O)OCc1ccccc1Cl,15%,10,0.4%,-5%,4%,3%,1%,-4%,-23%,6%
O=C(c1ccc(-c2ccc([N+](=O)[O-])cc2Cl)o1)N1CCOCC1,-9%,24,-0.1%,?,9%,1%,-4%,-3%,-2%,11%
COc1ccc(-n2c(C)cc(C3=NNC(=NC4CC4)SC3)c2C)cc1,-72%[inhibitor],1,-0.1%,?,22%,-5%,1%,1%,-30%,22%
CC[C@H](C)[C@H](NC(N)=O)C(=O)Nc1ccc(S(=O)(=O)NC(C)C)cc1,10%,0,-0.2%,-1%,13%,2%,6%,-4%,4%,-2%
O=C(COc1ccc2c(c1)OCO2)Nc1ccccc1F,7%,14,-0.3%,?,-5%,1%,3%,0%,-2%,4%
COC(=O)c1ccccc1NC(=O)c1ccc(COc2ccccc2)o1,0%,27,·,·,-12%,·,-8%,-10%,60%,·
Cc1ccc(C)c(OCc2nc3ccccc3[nH]2)c1,-7%,?,-0.1%,?,0%,0%,3%,-6%,3.2µM*,11%
COc1ccc(OC)c(NC(=O)CSc2ccc3ccccc3c2)c1,-35%,4,-1.0%,-9%,1%,10%,-6%,0%,-28%,-9%
O=C(CCl)Nc1ccc(N2CCCCCC2)cc1,-50%[inhibitor],?,-0.2%,18%,-1%,-9%,0%,-5%,-53%,-12%

# Screens as filed in PubChem BioAssay.
